ELG1 genotox: genotoxicity induction in ELG1-luciferase HEK293T cells; 330,000 tested, 1.3% active; HEK293T ELG1-luciferase reporter, luminescence, 16 h; AID 504466; Potency, µM (doses to about 46 µM), inactives show at the top dose activity change, positive = activation, hits mostly activators; also: % of control where 0% means no effect; nearly all actives have a fitted effect of over 60% in size
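Luminescence read-out: rising ELG1-luciferase signal, reflecting elevated ELG1 protein under genetic stress, flags genotoxic compounds. Cells were treated for 16 hr at 37 °C before ONE-Glo detection.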
Rab9 prom act: activators of Rab9 promoter | Huh7 Rab9 promoter-luciferase reporter, luminescence, 24 h | Potency, µM (series often up to 9.22 µM), for inactives: at the highest dose activation, negative = inhibition, actives largely listed as activators | 320,000 tested, 2.8% active | AID 485297; also: % of control where 0% means no effect; nearly all actives have a fitted effect of over 60% in size
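Huh7 reporter line, Rab9 promoter upstream of luciferase. Compound exposure 24 h at 37 °C in reduced-serum medium with 10% FBS. Read-out: luminescence.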
FLuc counter: counter-screen for miR-21 project: firefly luciferase inhibitors or activators | P08659 | purified FLuc, Km substrates, luminescence inhibition | Potency, µM (top dose mostly 57.5 µM), for inactives: at the highest dose activity change, negative = inhibition, most hits filed as inhibitors | 360,000 tested, 6.9% active | AID 588342;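 also: plate controls were vehicle for no effect and reference inhibitor for full effect; nearly all actives have a fitted effect of over 55% in size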
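Biochemical qHTS of compounds, final roughly 60 µM downward over six points, against 10 nM purified firefly luciferase using Km concentrations of substrates (10 uM D-luciferin, 10 uM ATP) in Tris acetate pH 7.5 buffer; luminescence output.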
MBNL1-CUG inh: inhibitors of human MBNL1 binding to CUG repeat RNA. Q9NR56. TR-FRET MBNL1-His/biotin-(CUG)12 binding, 665/545 ratio. Potency, µM (highest dose often 57.5 µM), without a hit: at the highest dose activity change, negative = inhibition, actives largely listed as inhibitors. 280,000 tested, 0.036% active; active = well fitted inhibition curve with a large enough effect in the signal ratio, with a control signal flat, not every such curve was filed as active; inconclusive = small, poorly fitted or top-dose-only effect, or effect the other way, or a change in a side signal; inactive = no such curve, though single readings can be large or run the other way; the % refers to the signal ratio; also: % is scaled to controls: 0 for no effect and ±100 for the full control effect
Target sequence (Q9NR56 whole entry, looked up): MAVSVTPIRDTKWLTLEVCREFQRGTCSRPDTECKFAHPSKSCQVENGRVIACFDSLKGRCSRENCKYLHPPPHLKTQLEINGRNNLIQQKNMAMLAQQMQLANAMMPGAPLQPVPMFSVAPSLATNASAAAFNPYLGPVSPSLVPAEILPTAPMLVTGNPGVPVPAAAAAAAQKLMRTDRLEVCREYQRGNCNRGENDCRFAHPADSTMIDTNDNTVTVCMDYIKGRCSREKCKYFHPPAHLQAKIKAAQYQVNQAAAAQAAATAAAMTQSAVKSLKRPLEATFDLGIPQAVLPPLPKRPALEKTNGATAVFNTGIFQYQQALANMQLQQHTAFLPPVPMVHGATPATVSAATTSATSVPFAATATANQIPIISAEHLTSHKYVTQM
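Compound titration spanned 92 nM–58 uM against the MBNL1-His/biotin-(CUG)12 complex. After 60 min at room temperature with 5 nM streptavidin-XL665 and 0.055 ng/ul terbium anti-His, ratiometric 665/545 nm emission (Ex 340 nm) normalized to controls.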
RORg inh: inhibitors of mouse ROR gamma transcriptional activity. P51450. Drosophila S2 Gal4-RORgamma UAS-luciferase reporter, 20 h. Potency, µM (top dose mostly 53.6 µM), for the others: at the top dose activity change, negative = inhibition, actives largely listed as inhibitors. 310,000 tested, 5.4% active. AID 2551; also: % is scaled to controls: 0 for no effect and ±100 for the full control effect; nearly all actives have a fitted effect of over 60% in size
Target sequence (P51450 whole entry, looked up, the tested form may be a part): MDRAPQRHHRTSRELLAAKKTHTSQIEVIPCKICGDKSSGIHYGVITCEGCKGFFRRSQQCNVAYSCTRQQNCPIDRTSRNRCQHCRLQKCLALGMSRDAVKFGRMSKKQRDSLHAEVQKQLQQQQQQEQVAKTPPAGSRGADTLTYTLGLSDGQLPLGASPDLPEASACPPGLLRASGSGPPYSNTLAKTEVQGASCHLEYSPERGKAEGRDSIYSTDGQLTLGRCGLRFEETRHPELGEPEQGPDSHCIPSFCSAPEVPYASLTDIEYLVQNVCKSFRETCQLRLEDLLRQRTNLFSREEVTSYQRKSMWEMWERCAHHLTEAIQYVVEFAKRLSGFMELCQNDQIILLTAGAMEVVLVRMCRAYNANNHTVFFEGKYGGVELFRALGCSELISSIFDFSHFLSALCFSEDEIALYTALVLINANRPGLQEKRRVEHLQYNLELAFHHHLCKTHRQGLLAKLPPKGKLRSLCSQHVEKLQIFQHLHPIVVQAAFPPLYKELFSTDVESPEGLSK
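Luciferase reporter read in Schneider cells carrying Gal4-RORγ (mouse) and UAS-Photinus luciferase; cells given compound 1 h before 700 uM copper sulfate induction, then incubated 20 h at ambient temperature.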
p53 reactivation: restores transcriptional activity of mutant p53; Potency, µM (top dose mostly 92.2 µM), inactives show at the highest dose activity change, positive = activation, actives largely listed as activators; 320,000 tested, 0.063% active; AID 504706; H1299 p53-A138V BP100-luciferase reporter, luminescence, 24 h; also: % of control where 0% means no effect; nearly all actives have a fitted effect of over 45% in size
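H1299 (p53-null), stable ts p53-A138V + BP100-Luc; 1000 cells/well, Opti-MEM/10% FBS; cpd 4 pt, 1:5; 24 h, 37 deg C, 5% CO2; detection reagent 10 min RT; luminescence.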
BRCA1 expr act: increases BRCA1 expression; AID 624202; MCF7-BRCA1-FFLuc reporter, luminescence, 48 h; response scale: scaled: vehicle 0%, 10 µM genistein 100%; Potency, µM (titrated, usually from 46.1 µM), without a hit: top-dose activation, hits mostly activators; 380,000 tested, 1.1% active; also: nearly all actives have a fitted effect of over 80% in size; some results filed as inactive show a strong effect at the top dose
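MCF7-BRCA1-FFLuc, 2000 cells/well; 2 h attach, 37 °C/5% CO2; compound 48 h; luciferase substrate 15 min; luminescence end-point. Norm. to genistein 10 microM max activation and DMSO; concentration-response curves fitted.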
VP16 counter: counter-screen for ROR gamma inhibitors: Gal4-VP16 reporter | Drosophila S2 Gal4-VP16 UAS-luciferase, luminescence, 20 h | Potency, µM (highest dose often 53.6 µM), inactives show at the top dose activity, negative = inhibition, usual class: inhibitors | 310,000 tested, 3.5% active;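 also: Gal4-VP16 expression switched on by copper sulfate through the metallothionein promoter; % is scaled to controls: 0 for no effect and ±100 for the full control effect; nearly all actives have a fitted effect of over 50% in size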
NPC1 prom act: NPC1 promoter activation. AID 485313. 320,000 tested, 2.4% active. Huh7 NPC1 promoter luciferase reporter, 24 h. Potency, µM (highest dose often 9.22 µM), for inactives: at the highest dose activation, most hits filed as activators;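 also: % of control where 0% means no effect; nearly all actives have a fitted effect of over 60% in size; reporter is driven by a mutant NPC1 promoter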
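Stably transfected Huh7 (NPC1 promoter→luciferase), 1500 cells/well in Opti-MEM + 10% FBS, 2 h settle, then compound 24 h at 37 °C. Luminescence after 10 min with Amplite reagent.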
uPA generation: cell surface uPA generation inhibition. cell surface uPA generation assay, qHTS. Potency, µM (series often up to 38.3 µM), without a hit: at the top dose activity change, negative = inhibition, actives largely listed as inhibitors. 330,000 tested, 0.31% active. AID 540303; active = well fitted inhibition curve with a large enough effect; inconclusive = small, poorly fitted or top-dose-only effect; inactive = no such curve, though single readings can be large or run the other way; tested in mouse RAW 264.7 cells; also: % is scaled to controls: 0 for no effect and ±100 for the full control effect; nearly all actives have a fitted effect of over 55% in size
* hit, by the source's call; ? = inconclusive; . = not tested or not shown; & = joins results of further samples; [ ] = another dose, or the depositor's remark. Unless noted, calls follow the shape of the dose curve; as a rule, active = well fitted curve in the direction sought with a large enough effect; inconclusive = small, poorly fitted or top-dose-only effect, or another doubt; inactive = no such curve, though single readings can be large; an effect the other way counts as inactive or inconclusive. Potency is read from the fitted curve at half-maximal effect.

SMILES	ELG1 genotox	Rab9 prom act	FLuc counter	MBNL1-CUG inh	RORg inh	p53 reactivation	BRCA1 expr act	VP16 counter	NPC1 prom act	uPA generation
CC1CC(C)CN(S(=O)(=O)c2ccc(NC(=O)CCNC(=O)c3ccc([N+](=O)[O-])cc3)cc2)C1 (stereo not given)	6.2%	0.2%	10.2%	.	.	-1.9%	-13.1%	.	-0.7%	-3.7%
COc1cc([N+](=O)[O-])ccc1-c1ccc(/C=N\n2cnnc2)o1	-0.3%	-1.6%	-7.1%	?	-5.2%	-23.0%	-2.7%	-10.8%	-1.4%	-1.3%
CCOC(=O)Nc1sc2c(c1C#N)CCCC2	14.6µM*	3.98µM*	15.1µM*	-7.3%	?	?	?	26.1%	?	6.8%
O=C(N/N=C/c1ccc(Cl)c(Cl)c1)c1ccc2nc[nH]c2c1	8.7%	-3.7%	13.5µM*	14.7%	28.2%	13.3%	-9.3%	-9.3%	-11.0%	1.3%
C=CCn1c(SCC(=O)Nc2ccc(N3CCOCC3)cc2)nnc1-c1ccco1	-0.4%	4.7%	?	-1.7%	2.8%	1.5%	0.8%	2.8%	5.7%	-1.3%
CCCCn1c(N)c(N(Cc2ccccc2OC)C(=O)COc2ccc(F)cc2Cl)c(=O)[nH]c1=O	-2.8%	-5.9%	0.4%	-5.4%	-0.9%	-14.0%	0.0%	7.1%	-1.5%	5.9%
CN(C)c1cccc(N(C)C)c1CNC(=O)C(C)(C)C	-2.5%	-1.7%	-1.4%	-8.4%	5.2%	-7.1%	-15.8%	-9.4%	-1.0%	-4.8%
Cc1ccc(-c2nc(C3CCCN(S(=O)(=O)c4ccc(C(C)(C)C)cc4)C3)no2)cc1 (stereo not given)	6.1%	1.1%	-0.7%	8.0%	-33.1%	4.9%	0.0%	6.2%	1.7%	27.8%
O=C(CSc1ccc(C(F)(F)F)cn1)Nc1ccccc1	-0.7%	1.2%	-4.9%	.	1.6%	3.2%	1.0%	-11.7%	-1.0%	0.3%
O=C(COc1ncnc2ccccc12)NCCc1ccccc1	-0.5%	-4.9%	0.6%	.	38.0%	-1.0%	6.0%	10.3%	4.3%	-1.0%
COc1ccc(NC(=O)CN(C)C(=O)C(C)Sc2ccccc2)cc1 (stereo not given)	1.2%	2.8%	3.8%	-10.0%	-0.9%	-0.7%	-7.5%	?	-2.3%	-7.0%
COc1ccccc1N(C(=O)c1snc(C(N)=O)c1N)C(C(=O)NCc1ccccc1)c1ccc(O)cc1 (stereo not given)	-3.5%	-4.2%	-2.9%	-11.4%	44.8%	-12.4%	-32.0%	23.7%	-5.6%	5.4%
CCOC(=O)c1ccc(N2C(=O)C=CC2=O)cc1	3.5%	-15.9%	?	-3.8%	10.5%	-23.8%	-41.8%	7.08µM*	-7.4%	-9.6%
CCc1ccc2nc(SCC(=O)N(CC)CC)c(C#N)cc2c1	-18.3%	1.0%	1.0%	3.7%	?	14.6%	44.4%	-2.2%	8.4%	-3.1%
Cc1ccc(NC(=O)CC2S/C(=N/N=C3/NC(=O)CS3)NC2=O)cc1 (stereo not given)	0.4%	0.2%	-8.3%	-3.8%	?	3.2%	10.6%	-7.0%	4.1%	-3.6%
S=C(Nc1ccccc1)N1CCn2c(nc3ccccc32)C1	-9.6%	1.9%	-1.6%	-7.9%	9.5%	-2.2%	-0.9%	2.0%	-2.6%	0.8%
Cc1ccc(OCc2cc(C(=O)N3CCN(c4ccccc4)CC3)no2)cc1C	3.66µM*	2µM*	6.01µM*	0.0%	0.9%	?	?	11.3%	2.51µM*	-3.1%
N#Cc1ccc2ccn(CC(=O)N3CCCc4ccccc43)c2c1	-0.7%	0.4%	-0.2%	48.5%[activator]	?	-14.2%	-6.3%	-4.8%	4.6%	-5.7%
O=C(O)c1ccc(Nc2ncc([N+](=O)[O-])cc2[N+](=O)[O-])cc1	-4.2%	-4.0%	-10.0%	?	4.5%	1.9%	2.7%	-15.1%	-1.5%	-0.9%
Cn1c(=O)cc(SCC(=O)NCCCN2CCOCC2)c2ccccc21	1.5%	-4.8%	-0.8%	9.8%	-17.3%	-15.8%	-10.4%	-9.3%	0.6%	0.0%
O=C(O)c1c(C(=O)O)c(-c2ccc(F)cc2)n2c1CCC2	0.3%	0.2%[1.84 µM]	0.2%	-0.7%	-9.4%	2.8%	-17.9%	-1.2%	-1.6%	3.6%
CCC(=O)NC(=S)Nc1ccc(N2CCN(C(=O)c3ccc(Cl)cc3)CC2)cc1	-11.1%	-5.5%	-1.6%	-1.0%	37.4%	2.0%	-21.9%	-3.6%	-2.7%	-5.8%
COc1ccc(CNC(=O)CN2C(=O)c3ccccc3C2=O)cc1	1.7%	1.7%	?	1.3%	1.8%	14.5%	0.5%	-3.5%	-2.4%	-13.3%
O=C1c2ccc(-c3ccc(Cl)c(C(F)(F)F)c3)cc2S(=O)(=O)c2cccc(C(=O)N3CCN(c4ncc(Br)cn4)CC3)c21	1.1%	.	.	.	.	1.9%	13.4%	.	.	4.7%
CN(C)C(=O)N1CCC(C(=O)NCc2ccc3c(c2)OCO3)CC1	-6.9%	3.4%	2.0%	1.8%	0.5%	-1.5%	11.4%	3.4%	-2.2%	.
CCOC(=O)C1CCCN(CC(O)COCc2ccc3c(c2)OCO3)C1 (stereo not given)	-4.1%	1.2%	1.4%	3.8%	5.1%	-0.8%	-24.9%	12.4%	0.9%	3.6%
CCOC(=O)c1ccc(NC(=O)CSc2nc(N3CCOCC3)nc(N3CCOCC3)n2)cc1	?	3.5%	3.7%	-0.7%	-26.9%	0.6%	-1.9%	-8.9%	-6.4%	9.9%
CCOC(=O)CC1COCCN1Cc1cn(C)nc1-c1ccccc1F (stereo not given)	-4.6%	13.6%	-2.6%	-3.2%	6.8%	-1.0%	3.6%	-1.8%	0.8%	4.1%
Cc1ccnc(NS(=O)(=O)c2ccc(N=CC3=C(O)CC(C)(C)CC3=O)cc2)n1	-0.2%	-15.4%	2.9%	-2.2%	-0.9%	-3.5%	3.8%	5.4%	3.9%	.
CCOc1ccc(C2c3c(oc4cc(C)c(C)cc4c3=O)C(=O)N2CCCN2CCOCC2)cc1 (stereo not given)	-0.5%	-7.7%	-3.5%	9.9%	?	-1.2%	-5.6%	-16.5%	-0.7%	-18.4%
CCCCNC(=O)c1cn(C)c2ccc(S(=O)(=O)N3CCCC3)cc2c1=O	0.4%	-0.3%	-1.2%&-0.8%	-0.4%	18.7%	7.8%	2.9%	0.0%	-21.2%	6.8%
COc1cc(SC)ccc1C(=O)Nc1nc2ccccc2[nH]1	-17.3%	-43.1%[inhibitor]	0.0135µM*	25.6%	0.1µM*	-26.3%	-102.5%[inhibitor]	0.316µM*	-32.2%[inhibitor]	-16.5%
COc1ccc(/C=C2\Oc3cc(OCC(=O)N4CC(O)C[C@H]4C(=O)O)ccc3C2=O)c(OC)c1OC (stereo not given in full)	3.5%	3.3%	-10.7%	?	0.9%	.	39.4%	-6.6%	4.6%	-9.6%
Cc1ccc(NC(=O)N(CCCN2CCOCC2)Cc2cccnc2)cc1C	-1.7%	5.6%	0.1%	-0.6%	-8.9%	-4.2%	5.8%	3.6%	-0.5%	-7.4%
CCN(C(=O)Cn1c(=O)oc2ccccc21)c1cccc(C(F)(F)F)c1	0.5%	15.4%	-0.4%	-11.6%	15.2%	-1.9%	-12.4%	-4.5%	-7.2%	-4.0%
CC1(C)Cc2ccccc2-c2nnc(-c3ccc4ccccc4n3)n21	-5.3%	14.3%	-15.8%	-10.4%	-27.0%	-3.5%	-4.1%	-1.2%	3.1%	-11.4%
CC(C)(C)NC(=O)NCC1CCCC1NC(=O)NC(C)(C)C (stereo not given)	-2.2%	1.2%	0.7%	1.4%	5.8%	0.2%	-8.8%	2.5%	-4.5%	0.2%
O=C(COc1ccc(/C=C\[N+](=O)[O-])cc1)N1CCOCC1	-11.4%	-0.8%	-16.2%	0.5%	18.1%	-8.5%	-15.2%	0.9%	-7.1%	-20.7%
O=C(COC(=O)C1CC1)NCCc1ccccc1	3.1%	.	.	.	.	-4.2%	-6.5%	.	.	2.0%
COc1ccc(C(Nc2cccc([N+](=O)[O-])c2)P(=O)(OC(C)C)OC(C)C)cc1 (stereo not given)	-5.1%	-4.1%	5.9%	16.6%	-1.1%	-1.8%	-18.0%	-2.9%	-0.5%	-4.7%
Cc1ccc(Cl)cc1NC(=O)C1C2CCC(O2)C1C(=O)O (stereo not given)	1.0%	-0.8%	-1.3%	-1.2%	4.2%	-2.2%	-5.5%	-7.8%	-2.0%	?
CCOC(=O)CN1C(=O)C2Cc3ccccc3CN2C1=S (stereo not given)	-5.9%	2.0%	2.0%	10.5%	?	1.2%	-1.2%	-1.2%	-1.5%	1.3%
CC(=O)Nc1c(O)n(C)c2ccccc12	1.5%	6.8%	-1.6%	-0.4%	?	-3.1%	0.1%	-5.7%[0.365 µM]	-4.1%	15.5%

Screening results as filed in PubChem BioAssay.
